Screens from PubChem.
Dyrk1A ADPGlo: inhibitors of rat Dyrk1A kinase | ADP-Glo luminescence, NFATc1 peptide | inhibition, % at 12.5 µM | Q63470 | actives 0.43% (n = 310,000); in the data active = inhibition above about 50%;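 note: plate controls were vehicle with enzyme for no effect and no enzyme for full effect; many of its hits are not listed in these tables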
Platelet DG rel: platelet dense granule release activity | human platelet-rich plasma, SFLLRN dense granule ATP release, luminescence | inhibition, %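 (compounds screened at 7.5 µM in platelet-rich plasma)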 | actives 0.22% (n = 300,000) | AID 1663;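 active = mean replicate score, as percent of positive control, at or above 50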
hERG protect: hERG (human) protection from proarrhythmic block; CHO-hERG, FluxOR thallium flux, dofetilide IC70 present; AID 1511; Q12809; activation (rescue from dofetilide block), less the hit threshold, % at 10 µM; actives 0.51% (n = 310,000);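 active = activation above the mean of controls blocked by dofetilide plus 5 SD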;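 note: thallium influx through hERG after potassium depolarization seen as dye fluorescence rise; in these data hits start at about 4.7%; inactives centre near -7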
KCNQ1 act: potentiators or activators of human KCNQ1 potassium channel | CHO-K1 KCNQ1, thallium flux FluxOR fluorescence; active compounds read high | actives 0.35% (n = 310,000) | P51787 | AID 2648 | B-score at 10 µM;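 active = fluorescence ratio B-score, a plate-corrected score, at least three library SD, with initial intensity B-score within 5 SD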
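assay system = CHO-K1 cells stably expressing KCNQ1 | medium = assay buffer, equal DMSO in all wells | timing = 37 °C overnight plating, 90-min dark dye load, 20-min compound pretreatment | measured by = kinetic FluxOR thallium fluorescence, 10-s 1-Hz baseline, 110-s post-stimulus read | measure = fluorescence change relative to baseline, converted to B score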
KCNK3 inh: human KCNK3 channel inhibition, primary screen | O14649 | actives 0.84% (n = 340,000) | CHO-KCNK3 thallium flux, FluxOR fluorescence; active compounds read low | B-score at 10 µM;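 active = B-score under library mean minus 4 SD, starting fluorescence ratio at most library mean plus 5 SD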;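 note: more negative B-score means stronger inhibition of thallium flux through KCNK3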
Target sequence (O14649 whole entry, looked up): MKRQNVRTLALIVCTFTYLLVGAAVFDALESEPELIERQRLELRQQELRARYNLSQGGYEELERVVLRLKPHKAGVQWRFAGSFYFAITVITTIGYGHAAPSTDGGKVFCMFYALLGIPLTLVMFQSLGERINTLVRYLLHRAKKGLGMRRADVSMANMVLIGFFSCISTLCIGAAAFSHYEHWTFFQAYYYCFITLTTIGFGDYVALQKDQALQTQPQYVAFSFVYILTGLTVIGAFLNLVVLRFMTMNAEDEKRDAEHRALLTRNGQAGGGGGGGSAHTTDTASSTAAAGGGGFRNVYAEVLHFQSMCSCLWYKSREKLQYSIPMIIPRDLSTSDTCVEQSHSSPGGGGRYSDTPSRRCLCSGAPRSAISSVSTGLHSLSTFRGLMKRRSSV
KCNK9 inh: inhibitors of human KCNK9 two-pore domain potassium channel | Q9NPC2 | HEK293 KCNK9, FluxOR thallium flux fluorescence; active compounds read low | B-score at 10 µM | AID 488922 | actives 1.2% (n = 310,000);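 active = ratio B-score over 3 SD below the library mean, with starting fluorescence within 5 SD of its mean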;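 note: negative B-score means less thallium flux so channel inhibition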
Target sequence (Q9NPC2 whole entry, looked up, the tested form may be a part): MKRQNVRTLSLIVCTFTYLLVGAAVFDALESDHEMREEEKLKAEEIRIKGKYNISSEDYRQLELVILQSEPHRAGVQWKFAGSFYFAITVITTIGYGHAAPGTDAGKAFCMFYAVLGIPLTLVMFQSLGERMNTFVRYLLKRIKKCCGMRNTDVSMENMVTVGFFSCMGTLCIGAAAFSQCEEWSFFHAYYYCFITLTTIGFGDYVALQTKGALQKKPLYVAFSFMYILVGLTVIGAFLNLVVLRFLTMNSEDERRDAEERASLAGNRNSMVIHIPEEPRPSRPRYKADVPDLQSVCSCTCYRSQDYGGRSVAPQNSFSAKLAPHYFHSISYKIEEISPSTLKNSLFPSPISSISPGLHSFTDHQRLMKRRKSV
TRPC4 agonist: activators of mouse TRPC4 channel | Q9QUQ5 | HEK293 TRPC4beta/mu-opioid, Fluo4 calcium fluorescence; active compounds read high | B-score at 10 µM | actives 0.49% (n = 310,000) | AID 2237;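 active = B-score above 5 SD of library B-scores, and initial fluorescence ratio not above library mean plus 5 SD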;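 note: positive B-score marks a calcium rise read as TRPC4 activation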
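Material: HEK293 stable line with TRPC4beta plus mu-opioid receptor; technique: Fluo4 calcium-sensitive dye fluorescence, kinetic, 1 Hz baseline; timing: Fluo4 dye loading 45 min at room temperature, 110 s recording; controls: assay buffer as low control, maximal DAMGO as high control; read-out: integrated baseline-normalised fluorescence ratio, converted to per-well B score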
PolyA inhibitor: blocks polyadenylation in yeast reporter cells. actives 0.02% (n = 300,000). AID 1875. calls only at 12 µM. S. cerevisiae SKY197-pL101 polyadenylation reporter, beta-gal luminescence; efflux-impaired pdr1/pdr3 knockout yeast; score 100 = 6 SD above DMSO;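 active = lowest replicate activity score at least 50, where 100 means six control SD above control mean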;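 note: yeast exposed to compound for 9 h at 30 °C; higher score means more reporter readthrough which indicates perturbed polyadenylation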
KCNQ1 inh: human KCNQ1 channel inhibition | P51787 | AID 2642 | actives 1.3% (n = 310,000) | CHO-K1 KCNQ1, FluxOR thallium flux fluorescence; active compounds read high | B-score at 10 µM;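 active = compounds whose thallium flux B-score, printed positive for inhibition, exceeds three library SD while starting fluorescence stays within three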;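 note: channel opened by potassium depolarization with thallium stimulus after 20 min compound exposure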
TRPC4 PAM: TRPC4 (mouse) allosteric potentiation; HEK293 TRPC4beta/mu-opioid, DAMGO EC20, Fluo-4 Ca2+ flux; active compounds read high; actives 0.42% (n = 310,000); AID 2227; B-score at 10 µM; Q9QUQ5;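 active = B-score of calcium response area above 5 SD of library B-scores, with initial fluorescence ratio within 5 SD of library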;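 note: B-score of integrated fluorescence ratio over time as area under calcium response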
TRPC4 block: TRPC4 (mouse) channel inhibition; Q9QUQ5; HEK293 TRPC4beta/mu-opioid, DAMGO-evoked Fluo4 calcium flux; active compounds read low; B-score at 10 µM; actives 0.39% (n = 300,000);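 active = B-score over 3 SD under the library average, no early fluorescence shift, positive overall ratio signal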
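Assay system: HEK293 cells with stable TRPC4beta plus mu-opioid receptor expression. Dosing: single dose. Measured by: Fluo4 Ca2+ flux fluorescence. Also added: DAMGO in two steps, submaximal then maximal. Read-out: B score from integrated Fluo4 fluorescence ratio.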
The depositor's hits bear a star. These rows are one share of the data; count on the stated rates, not on these rows.

COC(=O)CCc1c(C)[nH]c(=S)[nH]c1=O was read as Dyrk1A ADPGlo -5, Platelet DG rel -2, hERG protect -10, KCNQ1 act inactive, KCNK3 inh inactive, KCNK9 inh inactive, TRPC4 agonist inactive, PolyA inhibitor inactive, KCNQ1 inh inactive, TRPC4 PAM inactive and TRPC4 block inactive.
Screening Cc1ncc(S(=O)(=O)c2ccc(Cl)cc2)c(-c2ccccc2)n1 returned Dyrk1A ADPGlo 5, Platelet DG rel -1, hERG protect -7, KCNQ1 act inactive, KCNK3 inh inactive, KCNK9 inh inactive, TRPC4 agonist inactive, PolyA inhibitor inactive, KCNQ1 inh inactive, TRPC4 PAM inactive and TRPC4 block inactive.
Screening COCCCNC(=O)CC(NS(=O)(=O)c1ccc(Cl)cc1)c1ccc(OC)cc1 (configuration not stated) returned Platelet DG rel -1, hERG protect -5, KCNQ1 act inactive, KCNK3 inh inactive, KCNK9 inh inactive, TRPC4 agonist inactive, PolyA inhibitor inactive, KCNQ1 inh inactive, TRPC4 PAM inactive and TRPC4 block inactive.
For COCCN(Cc1cc2cccc(C)c2[nH]c1=O)C(=O)c1ccccc1 the results were Dyrk1A ADPGlo 2, Platelet DG rel -1, hERG protect -6, KCNQ1 act inactive, KCNK3 inh inactive, KCNK9 inh inactive, TRPC4 agonist inactive, PolyA inhibitor inactive, KCNQ1 inh inactive, TRPC4 PAM inactive and TRPC4 block inactive.
CCC1=Nc2cc(C(=O)NCCN3CCOCC3)ccc2Sc2ccc(Br)cc21 was read as Dyrk1A ADPGlo 0, Platelet DG rel -4, hERG protect -13, KCNQ1 act inactive, KCNK3 inh inactive, KCNK9 inh inactive, TRPC4 agonist inactive, PolyA inhibitor inactive, KCNQ1 inh inactive, TRPC4 PAM inactive and TRPC4 block inactive.
`COc1ccc(/C=C/C(=O)O/N=C(\N)c2cccnc2)cc1OC` gave Dyrk1A ADPGlo -3, Platelet DG rel 4, hERG protect -8, KCNQ1 act inactive, KCNK3 inh inactive, KCNK9 inh inactive, TRPC4 agonist inactive, PolyA inhibitor inactive, KCNQ1 inh inactive, TRPC4 PAM inactive and TRPC4 block inactive.
For Cc1ccc(S(=O)(=O)Cn2nnnc2C(C(C)C)N2CCN(C(=O)c3ccco3)CC2)cc1 (configuration not stated) the results were Dyrk1A ADPGlo -7, hERG protect -6, KCNQ1 act inactive, KCNK3 inh inactive, KCNK9 inh inactive, TRPC4 agonist inactive, PolyA inhibitor inactive, KCNQ1 inh inactive, TRPC4 PAM inactive and TRPC4 block inactive.
COc1cc(-c2nnc(-c3ccco3)o2)ccc1OCc1ccccc1 was read as Dyrk1A ADPGlo 6, Platelet DG rel 3, hERG protect -8, KCNQ1 act inactive, KCNK3 inh inactive, KCNK9 inh inactive, TRPC4 agonist inactive, PolyA inhibitor inactive, KCNQ1 inh inactive, TRPC4 PAM inactive and TRPC4 block inactive.
For C/C(=N\Nc1ccccc1C)c1cccnc1 the results were Dyrk1A ADPGlo 0, Platelet DG rel -2, hERG protect -8, KCNQ1 act inactive, KCNK3 inh inactive, KCNK9 inh inactive, TRPC4 agonist inactive, PolyA inhibitor inactive, KCNQ1 inh inactive, TRPC4 PAM inactive and TRPC4 block inactive.
Screening COc1ccc(C2CC(c3cccs3)=NN2c2nc(C)c(C(C)=O)s2)cc1OC (configuration not stated) returned Dyrk1A ADPGlo -26, Platelet DG rel -5, hERG protect -9, KCNQ1 act inactive, KCNK3 inh inactive, KCNK9 inh inactive, TRPC4 agonist inactive, PolyA inhibitor inactive, KCNQ1 inh inactive, TRPC4 PAM inactive and TRPC4 block inactive.
Screening Cc1ccc(OCc2nnc(SCC(=O)Nc3ncc(C)s3)o2)cc1 returned Dyrk1A ADPGlo -6, Platelet DG rel 8, hERG protect -6, KCNQ1 act inactive, KCNK3 inh inactive, KCNK9 inh inactive, TRPC4 agonist inactive, PolyA inhibitor inactive, KCNQ1 inh inactive, TRPC4 PAM inactive and TRPC4 block inactive.
O=C(CCNC(=O)c1ccc(Cl)cc1)Nc1ncccc1O was read as Dyrk1A ADPGlo 3, Platelet DG rel 4, hERG protect -8, KCNQ1 act inactive, KCNK3 inh inactive, KCNK9 inh inactive, TRPC4 agonist inactive, PolyA inhibitor inactive, KCNQ1 inh inactive, TRPC4 PAM inactive and TRPC4 block inactive.
`CCNS(=O)(=O)c1ccc(CCC(=O)NCc2ccc(C)cc2)cc1` gave Dyrk1A ADPGlo -5, Platelet DG rel -5, hERG protect -7, KCNQ1 act inactive, KCNK3 inh inactive, KCNK9 inh inactive, TRPC4 agonist inactive, PolyA inhibitor inactive, KCNQ1 inh inactive, TRPC4 PAM inactive and TRPC4 block inactive.
For COc1ccc(-c2nn(CCC#N)cc2/C=N/O)cc1OC the results were Dyrk1A ADPGlo 5, Platelet DG rel -4, hERG protect -12, KCNQ1 act inactive, KCNK3 inh inactive, KCNK9 inh inactive, TRPC4 agonist inactive, PolyA inhibitor inactive, KCNQ1 inh inactive, TRPC4 PAM inactive and TRPC4 block inactive.
`CSCCC(NC(=O)c1ccoc1C)C(=O)O` (configuration not stated) gave Dyrk1A ADPGlo -3, Platelet DG rel -10, hERG protect -9, KCNQ1 act inactive, KCNK3 inh inactive, KCNK9 inh inactive, TRPC4 agonist inactive, PolyA inhibitor inactive, KCNQ1 inh inactive, TRPC4 PAM inactive and TRPC4 block inactive.
Screening O=C(CCN1CCCCCC1)Nc1ccccc1F returned Dyrk1A ADPGlo -13, Platelet DG rel -10, hERG protect -5, KCNQ1 act inactive, KCNK3 inh inactive, KCNK9 inh inactive, TRPC4 agonist inactive, PolyA inhibitor inactive, KCNQ1 inh inactive, TRPC4 PAM inactive and TRPC4 block inactive.
For COc1ccc(C(=O)Nc2ccccc2N2CCOCC2)cc1[N+](=O)[O-] the results were Dyrk1A ADPGlo -1, Platelet DG rel -5, hERG protect -2, KCNQ1 act inactive, KCNK3 inh inactive, KCNK9 inh inactive, TRPC4 agonist inactive, PolyA inhibitor inactive, KCNQ1 inh inactive, TRPC4 PAM inactive and TRPC4 block inactive.
For Cc1ccc(CNC(=O)CCc2ccc(S(=O)(=O)NC3CCCCC3)cc2)cc1 the results were Dyrk1A ADPGlo -10, Platelet DG rel -6, hERG protect -12, KCNQ1 act inactive, KCNK3 inh inactive, KCNK9 inh inactive, TRPC4 agonist inactive, PolyA inhibitor inactive, KCNQ1 inh inactive, TRPC4 PAM inactive and TRPC4 block inactive.
CC1CCN(S(=O)(=O)c2ccc3c(ccn3CCC(=O)N3CCCCC3)c2)CC1 was read as Dyrk1A ADPGlo -4, Platelet DG rel -1, hERG protect -8, KCNQ1 act inactive, KCNK3 inh inactive, KCNK9 inh inactive, TRPC4 agonist inactive, PolyA inhibitor inactive, KCNQ1 inh inactive, TRPC4 PAM inactive and TRPC4 block inactive.
Screening COc1ccccc1/C=C(\NC(=O)c1ccc(OC)c(OC)c1)C(=O)Nc1cc([N+](=O)[O-])ccc1C returned Dyrk1A ADPGlo -1, Platelet DG rel -2, hERG protect -1, KCNQ1 act inactive, KCNK3 inh inactive, KCNK9 inh inactive, TRPC4 agonist inactive, PolyA inhibitor inactive, KCNQ1 inh inactive, TRPC4 PAM inactive and TRPC4 block inactive.
Cc1cc(OC(=O)Cc2cccc3ccccc23)c([N+](=O)[O-])c(=O)[nH]1 was read as Dyrk1A ADPGlo -5, Platelet DG rel -6, hERG protect 0, KCNQ1 act inactive, KCNK3 inh inactive, KCNK9 inh inactive, TRPC4 agonist inactive, PolyA inhibitor inactive, KCNQ1 inh inactive, TRPC4 PAM inactive and TRPC4 block inactive.
For Cn1cc(C(=O)NCc2cccs2)c(=O)c2cc(S(=O)(=O)N3CCCC3)ccc21 the results were Dyrk1A ADPGlo -7, Platelet DG rel -16, hERG protect -6, KCNQ1 act inactive, KCNK3 inh inactive, KCNK9 inh inactive, TRPC4 agonist inactive, PolyA inhibitor inactive, KCNQ1 inh inactive, TRPC4 PAM inactive and TRPC4 block inactive.
Screening CCC(=O)N1CCN(CCN=CC2=C(O)CC(c3ccc(OC)cc3)CC2=O)CC1 (configuration not stated) returned Dyrk1A ADPGlo -4, Platelet DG rel 3, hERG protect -8, KCNQ1 act inactive, KCNK3 inh inactive, KCNK9 inh inactive, TRPC4 agonist inactive, PolyA inhibitor inactive, KCNQ1 inh inactive, TRPC4 PAM inactive and TRPC4 block inactive.
`CC(C)(C)c1ccc(S(=O)(=O)CCc2ccccn2)cc1` gave Dyrk1A ADPGlo 10, Platelet DG rel 39, hERG protect 3, KCNQ1 act inactive, KCNK3 inh inactive, KCNK9 inh inactive, TRPC4 agonist inactive, PolyA inhibitor inactive, KCNQ1 inh inactive, TRPC4 PAM inactive and TRPC4 block inactive.
Screening CC(Oc1ccc(C(=O)c2ccc(F)cc2)cc1)C(=O)N1CCOCC1 (configuration not stated) returned Dyrk1A ADPGlo 1, Platelet DG rel 21, hERG protect -11, KCNQ1 act inactive, KCNK3 inh inactive, KCNK9 inh inactive, TRPC4 agonist inactive, PolyA inhibitor inactive, KCNQ1 inh inactive, TRPC4 PAM inactive and TRPC4 block inactive.
CCCC(C)NC(=O)c1ccccc1SC (configuration not stated) was read as Dyrk1A ADPGlo 10, Platelet DG rel 6, hERG protect -6, KCNQ1 act inactive, KCNK3 inh inactive, KCNK9 inh inactive, TRPC4 agonist inactive, PolyA inhibitor inactive, KCNQ1 inh inactive, TRPC4 PAM inactive and TRPC4 block inactive.
